Pol kappa inh = inhibitors of human DNA polymerase kappa | Q9UBT6 | purified Pol kappa, fluorescent DNA synthesis assay, 10 min | Potency, µM (highest dose often 107 µM), for the others: at the top dose activity, negative = inhibition, actives largely listed as inhibitors | 0.53% of 400,000 active; note: potency is the fitted concentration of half-maximal effect; % is set by controls: 0 for no effect and ±100 for the full control effect
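Readout: fluorescence, taken kinetically at 0 and 10 min. Conditions: 10 nM Pol kappa, 15 min RT compound preincubation, 50 nM substrate final. Controls: enzyme-free buffer wells.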
ALOX12 inh = ALOX12 (human) lipoxygenase inhibition | 1.1% of 580,000 active | AID 1671190 | purified 12hLO, xylenol orange hydroperoxide absorbance | Potency, µM (titrated, usually from 108 µM), for inactives: at the highest dose activity change, negative = inhibition, most hits filed as inhibitors | P18054; note: potency is the fitted concentration of half-maximal effect; % is set by controls: 0 for no effect and ±100 for the full control effect
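Purified human 12hLO (150 nM final) in 25 mM Hepes, 0.01% Triton X-100, pH 7.0 was preincubated 15 min at room temperature with compound. Then 40 uM arachidonic acid was added, 30 min. Hydroperoxide was read by Fe-XO absorbance ratio 573/405 nm.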
Apoferritin bind = candidate novel general anesthetic via apoferritin binding. P02791. apoferritin/1-aminoanthracene competitive binding, fluorescence. Potency, µM (titrated, usually from 77.5 µM), without a hit: at the top dose activity change, negative = displacement, actives largely listed as inhibitors. 0.074% of 350,000 active. AID 485281; note: potency is the fitted concentration of half-maximal effect; % is set by controls: 0 for no effect and ±100 for the full control effect; nearly all actives have a fitted effect of over 20% in size
Target sequence (P02791 2-175 limits assumed): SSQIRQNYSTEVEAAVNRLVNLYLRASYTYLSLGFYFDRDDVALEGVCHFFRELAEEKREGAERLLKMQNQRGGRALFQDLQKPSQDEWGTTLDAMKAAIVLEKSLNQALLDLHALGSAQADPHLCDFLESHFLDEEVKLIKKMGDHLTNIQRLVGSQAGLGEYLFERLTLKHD
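In PBS, apoferritin at 10 uM is loaded with 1-AMA from a 50% saturated solution. After 10 min of compound exposure at ambient temperature, reduced 535 nm fluorescence indicates probe displacement.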
Pol eta inh = inhibitors of human DNA polymerase eta | Q9Y253 | recombinant Pol eta, fluorescent DNA replication assay | Potency, µM (doses to about 114 µM), for inactives: at the highest dose activity change, negative = inhibition, most hits filed as inhibitors | 1.2% of 390,000 active; note: potency is the fitted concentration of half-maximal effect; % is set by controls: 0 for no effect and ±100 for the full control effect
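Pol eta (10 nM) was preincubated with compounds for 15 min at room temperature, after which fluorescent replication substrate (50 nM final) was added to start the reaction. Fluorescence was read kinetically at 0 and 10 min.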
LDHA inh = blocks human lactate dehydrogenase A; P00338; purified LDHA, NADH/diaphorase-resazurin fluorescence; active compounds read low; activity change, % (values are at about 110 or 230 µM); 0.15% of 480,000 active; AID 1347041; in the data active = activity change below about -30%; inconclusive = mostly about -25% to -30%;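 note: plate controls were DMSO wells for no effect and wells without enzyme for full effect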
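Human LDH5 (2 nM) was incubated with 0.06 mM NADH and 0.2 mM pyruvate for 5 min at room temperature in Tris pH 7.4. Remaining NADH was coupled through diaphorase/resazurin, and resorufin fluorescence was read at 0 and 20 min.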
ERG Ets-DNA blk = ERG Ets/DNA interaction inhibition; AID 624246; 0.028% of 370,000 active; fluorescence polarization, His-ERG Ets domain / labelled DNA; Potency, µM (doses to about 76.9 µM), for the others: at the top dose FP activity, negative = inhibition, hits mostly inhibitors; active = well fitted inhibition curve with a large enough effect in the polarisation, with a control signal flat; inconclusive = small, poorly fitted or top-dose-only effect, or effect the other way, or a change in a side signal; inactive = no such curve, though single readings can be large or run the other way; the % refers to the polarisation;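 note: polarization taken with two DNA probes labelled with fluorescein and Texas red; potency is the fitted concentration of half-maximal effect; % of control where 0% means no effect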
Target sequence (P11308 whole entry, looked up, the tested form may be a part): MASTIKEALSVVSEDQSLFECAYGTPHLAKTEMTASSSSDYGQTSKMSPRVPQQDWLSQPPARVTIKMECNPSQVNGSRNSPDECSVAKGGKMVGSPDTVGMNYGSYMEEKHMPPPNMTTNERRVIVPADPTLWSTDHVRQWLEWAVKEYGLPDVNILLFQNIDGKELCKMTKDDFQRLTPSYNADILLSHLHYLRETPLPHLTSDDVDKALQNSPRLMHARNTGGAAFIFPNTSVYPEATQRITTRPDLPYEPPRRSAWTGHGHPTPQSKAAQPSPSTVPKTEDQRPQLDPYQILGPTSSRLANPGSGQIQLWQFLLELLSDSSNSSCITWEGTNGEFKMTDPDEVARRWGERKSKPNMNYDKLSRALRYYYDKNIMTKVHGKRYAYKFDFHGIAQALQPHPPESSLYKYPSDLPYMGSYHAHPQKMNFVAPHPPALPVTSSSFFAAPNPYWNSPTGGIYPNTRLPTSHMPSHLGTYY
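His-tagged ERG Ets domain (1 uM in the protein solution; 300mM KCl, 50mM Tris-HCl, 1mM EDTA, 1mM DTT, pH 7.5) received compound, then a probe mix of 5 nM fluorescein-DNA and 100nM Texas-615-DNA. Fluorescence polarization was read for both dyes.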
POLB inh = blocks human DNA polymerase beta activity | P06746 | Potency, µM (titrated, usually from 114 µM), without a hit: at the highest dose activity change, negative = inhibition, actives largely listed as inhibitors | 1.3% of 340,000 active | Pol beta primer extension/strand displacement, fluorescence kinetic; note: potency is the fitted concentration of half-maximal effect; % is set by controls: 0 for no effect and ±100 for the full control effect
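Human Pol beta at 10 nM; strand-displacement substrate 50 nM final. Compound exposure 15 min at room temperature before start, reaction 10 min at room temperature.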
APE1 inh = blocks human APE1 abasic DNA cleavage; 0.35% of 350,000 active; recombinant APE1, TAMRA/BHQ-2 abasic DNA cleavage fluorescence; Potency, µM (series often up to 65.8 µM), for inactives: at the top dose activity change, negative = inhibition, hits mostly inhibitors; P27695;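 note: potency is the fitted concentration of half-maximal effect; plate controls were vehicle for no effect and reference inhibitor for full effect; nearly all actives have a fitted effect of over 55% in size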
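Quantitative HTS: incision of a TAMRA/BHQ-2 double-stranded substrate bearing a tetrahydrofuran abasic site by 0.75 nM APE1 raises fluorescence. Substrate 50 nM final, added after 15 min compound preincubation at room temperature; progress as third-minus-first kinetic read difference.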
RGS4 inhibitor = blocks human RGS4-accelerated GTP hydrolysis; Transcreener GDP fluorescence polarization, RGS4-accelerated GTP hydrolysis; Potency, µM (titrated, usually from 114 µM), for the others: top-dose activity change, negative = inhibition, most hits filed as inhibitors; 0.039% of 390,000 active; note: potency is the fitted concentration of half-maximal effect; % is set by controls: 0 for no effect and ±100 for the full control effect; nearly all actives have a fitted effect of over 75% in size; some results filed as inactive show a strong effect at the top dose
Target sequence (P49798 whole entry, looked up): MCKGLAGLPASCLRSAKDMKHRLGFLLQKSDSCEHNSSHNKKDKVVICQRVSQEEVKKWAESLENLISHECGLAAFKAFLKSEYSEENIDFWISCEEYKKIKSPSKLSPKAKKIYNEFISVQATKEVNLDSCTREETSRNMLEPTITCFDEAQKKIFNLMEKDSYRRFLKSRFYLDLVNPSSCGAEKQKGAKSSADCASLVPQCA
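MLSMR compounds (23 nl, pin-transferred) preincubated 10 min at room temperature with a 500nM (2x) first reagent, then RGS4 at 900nM (2x) plus Transcreener GDP mix added; fluorescence polarization (620/688 nm) read before and after 90 min at 30 °C.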
* = called active by the depositor; ? = inconclusive; · = no result given; & = joins results of further samples; [ ] = another dose, or the depositor's remark. Unless noted, calls come from the whole dose curve; as a rule, active = well fitted curve in the direction sought with a large enough effect; inconclusive = small, poorly fitted or top-dose-only effect, or another doubt; inactive = no such curve, though single readings can be large; an effect the other way counts as inactive or inconclusive.

#1 COc1ccc(CCSc2nnc(C3CCCCC3)n2N)cc1
#2 O=C(CCCn1ncn2c(cc3occc32)c1=O)NCc1ccccc1F
#3 COCc1ccc(CN2CCC(C(=O)Nc3cccc(-c4cccc(Cl)c4)c3)CC2)o1
#4 COc1ccc(CC(=O)NCc2ccc3c(c2)cc(C)n3C)cc1OC
#5 Cc1cccc(Nc2nnc(SCC(=O)NCC3CCCO3)s2)c1 (stereo not given)
#6 CCOCCn1c(CN2CCN(CCO)CC2)nc2c1c(=O)n(C)c(=O)n2C
#7 COc1cccc(CNC(=O)COc2cc(O)c3c(c2)OC(C)(C)CC3=O)c1
#8 CCc1nnc(NC(=O)CSc2nnc(-c3cccnc3)n2CCc2ccccc2)s1

entry no.,1,2,3,4,5,6,7,8
Pol kappa inh,1%,1%&-3%,-9%,-5%,-12%,2%,2%,-9%
ALOX12 inh,-1%,0%&-15%,168%[activator],-12%,-3%,-3%&18%,-12%,0%
Apoferritin bind,?,-5%&-1%,17%,-12%,·,-9%,-17%,-15%
Pol eta inh,-3%,-10%&-18%,-11%,4%,-10%,-16%,-10%,5%
LDHA inh,-3,-4&-4,-1,-3,1,-2&1,1,1
ERG Ets-DNA blk,-5%,-1%&-3%,23%,-8%,8%,-12%,-3%,-5%
POLB inh,-1%,11%&4%,-1%,-1%,·,13%,3%,2%
APE1 inh,3%,21%,5%,-3%,11%,6%,10%,0%
RGS4 inhibitor,-18%,-4%&-12%,-15%,15%,-19%,-20%,8%,-11%[56.9 µM]

#9 C[N+]1(CN2C(=O)C3C4C=CC(C4)C3C2=O)CCCCC1 (stereo not given)
#10 O=C(Cc1cn(-c2ccccc2)nc1-c1ccccc1)N1CCCCC1
#11 Cc1c(Br)c([N+](=O)[O-])nn1C(C)C(=O)NCc1cccs1 (stereo not given)
#12 COc1cc(C)c(S(=O)(=O)n2c([N+](=O)[O-])cnc2C)cc1C
#13 COc1ccc(-n2nc(C(=O)Nc3ccccn3)c3c4ccccc4n(C)c3c2=O)cc1
#14 O=C(O)c1cccc(-c2nnn(Cc3ccccc3)n2)c1
#15 Cc1ccc(NC(=O)c2cc3cc(C)ccc3n2C)cc1
#16 O=C1C(=O)N(c2ccccn2)C(c2ccc(Br)cc2)/C1=C(/O)c1ccc(Br)cc1 (stereo not given)

entry no.,9,10,11,12,13,14,15,16
Pol kappa inh,12%,-16%,0%,-8%,-6%,5%,-18%,-20%
ALOX12 inh,?,-3%,-12%,?,-6%,14%,38%&5%[activator],?
Apoferritin bind,4%,-10%,-12%,?,2%,5%,46%[activator],-5%
Pol eta inh,2%,-13%,-12%,-20%,·,6%,-11%,-20%
LDHA inh,-22,-5,1,0,-6,-4,23&-5,-3
ERG Ets-DNA blk,1%,-5%,·,0%,2%,-2%,-2%,2%
POLB inh,27%,7%,11%,65%,-1%,21%,-12%,-11%
APE1 inh,13%,43%,-3%,6%,·,-3%,·,15%
RGS4 inhibitor,-3%,-27%,-6%,-25%,3%,-20%,5%,2%

Some of the entries so far, as tab-separated lines.
nr	Compound	Pol kappa inh	ALOX12 inh	Apoferritin bind	Pol eta inh	LDHA inh	ERG Ets-DNA blk	POLB inh	APE1 inh	RGS4 inhibitor
7	COc1cccc(CNC(=O)COc2cc(O)c3c(c2)OC(C)(C)CC3=O)c1	2%	-12%	-17%	-10%	1	-3%	3%	10%	8%
8	CCc1nnc(NC(=O)CSc2nnc(-c3cccnc3)n2CCc2ccccc2)s1	-9%	0%	-15%	5%	1	-5%	2%	0%	-11%[56.9 µM]
9	C[N+]1(CN2C(=O)C3C4C=CC(C4)C3C2=O)CCCCC1 (stereo not given)	12%	?	4%	2%	-22	1%	27%	13%	-3%
10	O=C(Cc1cn(-c2ccccc2)nc1-c1ccccc1)N1CCCCC1	-16%	-3%	-10%	-13%	-5	-5%	7%	43%	-27%
11	Cc1c(Br)c([N+](=O)[O-])nn1C(C)C(=O)NCc1cccs1 (stereo not given)	0%	-12%	-12%	-12%	1	·	11%	-3%	-6%
12	COc1cc(C)c(S(=O)(=O)n2c([N+](=O)[O-])cnc2C)cc1C	-8%	?	?	-20%	0	0%	65%	6%	-25%
13	COc1ccc(-n2nc(C(=O)Nc3ccccn3)c3c4ccccc4n(C)c3c2=O)cc1	-6%	-6%	2%	·	-6	2%	-1%	·	3%

Remaining list, next part.
#17 COc1ccc(CNC(=S)Nc2cccc(OC)c2)cc1
#18 CCOC12CC(C)(C)CC(C)(CC3=C1C(=O)CC(C)(C)C3)C2 (stereo not given)
#19 COc1ccc(NC(=S)N(CCc2c(C)[nH]c3ccc(C)cc23)Cc2ccco2)cc1
#20 Cc1ccc(S(=O)(=O)N2CCCCC2C(=O)N2CCN(Cc3ccccc3)CC2)cc1 (stereo not given)
#21 O=C(CN(c1ccc(Cl)c(C(F)(F)F)c1)S(=O)(=O)c1ccccc1)N1CCOCC1
#22 CSc1nc(N)c(NC(=O)c2ccc(Br)o2)c(=O)[nH]1
#23 Cc1ccc(Cl)cc1N1CCN(C(=O)Cc2cn(C)c3ccccc23)CC1
#24 O=C(c1ccc(NC(=O)C(c2ccccc2)c2ccccc2)cc1)c1ccc(C(=O)O)c(C(=O)O)c1

entry no.,17,18,19,20,21,22,23,24
Pol kappa inh,-10%,-10%,-28%,-5%,-3%,-2%,-10%,-5%
ALOX12 inh,?,5%,-15%,-32%,3%,-6%,?,61%[activator]
Apoferritin bind,-13%,-5%,7%,-18%,-18%,1%,88%[activator],-9%
Pol eta inh,-6%,-19%,-12%,-12%,-14%,-20%,-16%,4%
LDHA inh,-7,3,-1,0,-1,5,-2,-3
ERG Ets-DNA blk,-13%,10%,2%,-8%,-2%,12%,-4%,11%
POLB inh,25%,3%,-8%,1%,2%,1%,-26%,16%
APE1 inh,47%[activator],-1%,5%,0%,-1%,39%,-5%,2%
RGS4 inhibitor,2%,-10%,-8%,-16%,-13%,-5%,-22%,5%

#25 Cc1cc(C)cc(C(=O)NCCC(=O)N2CCC3(CC2)NCCc2[nH]cnc23)c1
#26 COc1ccc(Cn2c(=N)c(C(=O)NC3CCCCC3)cc3c(=O)n4ccccc4nc32)cc1
#27 Cc1ccc(N2C(=O)NC(NS(=O)(=O)c3ccccc3)(C(F)(F)F)C2=O)cc1 (stereo not given)
#28 CCN(CC)S(=O)(=O)c1cccc(C(=O)Nc2ccc(S(=O)(=O)NC3=NCCCCC3)cc2)c1
#29 Cc1ccc(OC(=O)c2cc(C)nn2C(C)(C)C)cc1
#30 O=C(COC(=O)/C=C/c1ccc2ccccc2n1)NNC(=O)c1ccc([N+](=O)[O-])cc1
#31 Cc1ccc(N(C)C(=O)N2CCN(S(=O)(=O)c3ccc4ccccc4c3)CC2)cc1
#32 O=C(Nc1ccc(S(=O)(=O)NCCc2ccccc2)cc1)c1ccco1

entry no.,25,26,27,28,29,30,31,32
Pol kappa inh,-3%,15%,-26%,-3%,3%,-17%,-8%,-7%
ALOX12 inh,6%,-2%,2%,50µM*,4%,-3%,-7%,?
Apoferritin bind,-1%,-9%,3%,·,-12%,·,-8%,?
Pol eta inh,-3%,-18%,-22%,-9%,-12%,?,?,-14%
LDHA inh,-1,-2,-5,-14,0,-1,-3,7
ERG Ets-DNA blk,-3%,3%,1%,-7%,-1%,1%,1%,5%
POLB inh,35%,-14%,14%,·,8%,·,3%,-17%
APE1 inh,36%,-10%,31%,22%,11%,-7%,-7%,-3%
RGS4 inhibitor,-4%,18%,25%,23%,3%,-7%,-8%,-38%

#33 CCCCN(CCCC)CCNC(=O)Cn1nc(CC)n2c(cc3sc(C)cc32)c1=O
#34 COc1ccc2ccccc2c1CNC(C)c1ccccc1 (stereo not given)
#35 CC(C)COc1ccc(C(=O)OCC(=O)N(C)CC(=O)Nc2ccc(F)cc2)cc1
#36 Cc1ccc(/C=N/NC(=O)CNC(=O)c2ccc(C)c([N+](=O)[O-])c2)o1
#37 CCO[C@H]1OC(C(=O)NCc2nc3ccccc3[nH]2)=C[C@@H](c2ccccc2)[C@@H]1CCCO
#38 Cc1ccc(Sc2ccc(CO)cc2[N+](=O)[O-])cc1

entry no.,33,34,35,36,37,38
Pol kappa inh,-6%,-7%,-21%,-7%,0%,-11%
ALOX12 inh,-3%,?,-16%,-1%,15%,?
Apoferritin bind,-9%,-10%,·,?,-9%,?
Pol eta inh,-10%,-8%,-16%,-3%,-16%,-28%
LDHA inh,-11,-20,2,-6,-4,-8
ERG Ets-DNA blk,-1%,6%,-4%,-12%,-15%,1%
POLB inh,45%,27%,·,-4%,10%,5%
APE1 inh,·,-6%,41%,2%,15%,-6%
RGS4 inhibitor,-4%,-4%,-31%,26%[56.9 µM],-11%,16%

Bioassay records: PubChem, National Center for Advancing Translational Sciences (NCATS)

An excerpt, so the mix of outcomes need not match the whole.
